Assay outcomes from PubChem.
DRD3 antagonist – blocks the human D3 dopamine receptor. max response, negative = inhibition, %. D3R cells, DiscoveRx beta-arrestin luminescence, antagonist mode; hits give low values. actives 2.5% (n = 360,000). P35462; in the data active means max response below about -50%; inconclusive means no clear call, values can overlap the other calls; further: on the % scale 0 is the no-effect control and ±100 the full control effect; mostly tested at two doses, the higher about 12 µM
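Cells expressing the human receptor were seeded at 1500 cells/well, incubated overnight at 37 degrees C in 5% CO2, then exposed to library compounds with dopamine controls for 90 minutes at 37 degrees C before luminescent detection.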
PTHR1 ag – agonists of human PTHR1 parathyroid hormone receptor; HEK293 GP2 PTHR1 cells, GloSensor cAMP luminescence, 1 h; actives 0.075% (n = 410,000); Potency, µM (series often up to 115 µM), without a hit: top-dose activation, hits mostly activators; Q03431; AID 743266; further: potency means the concentration at half of the fitted maximal effect; nearly all actives have a fitted effect of over 55% in size; some results filed as inactive show a strong effect at the top dose; inactives centre near -15; many of its hits are not listed in these tables
Target sequence (Q03431 whole entry, looked up): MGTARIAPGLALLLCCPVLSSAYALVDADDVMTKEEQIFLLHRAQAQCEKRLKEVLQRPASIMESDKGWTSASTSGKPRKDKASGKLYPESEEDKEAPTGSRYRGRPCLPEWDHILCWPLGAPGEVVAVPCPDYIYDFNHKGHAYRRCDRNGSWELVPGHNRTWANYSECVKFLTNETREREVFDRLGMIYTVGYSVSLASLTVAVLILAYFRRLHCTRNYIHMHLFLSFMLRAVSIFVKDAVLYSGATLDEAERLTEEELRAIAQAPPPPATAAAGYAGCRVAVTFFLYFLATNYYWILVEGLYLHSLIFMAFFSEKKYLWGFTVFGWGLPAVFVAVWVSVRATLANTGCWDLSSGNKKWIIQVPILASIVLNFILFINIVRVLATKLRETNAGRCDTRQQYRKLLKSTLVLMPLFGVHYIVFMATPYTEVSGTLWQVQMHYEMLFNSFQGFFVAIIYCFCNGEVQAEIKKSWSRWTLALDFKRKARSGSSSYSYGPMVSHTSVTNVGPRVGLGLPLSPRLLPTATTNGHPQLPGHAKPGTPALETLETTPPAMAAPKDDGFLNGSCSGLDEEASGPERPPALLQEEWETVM
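HEK-293-derived GP2 cells expressing PTHR1 and a GloSensor cAMP reporter, 3,000/well, plated overnight, given luciferin plus IBMX (each 0.5 mM as added) for 1 h at 37 °C, then compound for 1 h at 37 °C. Luminescence was read after 15 min at room temperature.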
Abeta yeast res – compounds reversing amyloid beta toxicity in yeast. yeast expressing A-beta42, growth rescue, OD600, 48 h; response scale: 0% DMSO, 100% iron-clioquinol control. Potency, µM (top dose mostly 46.1 µM), for the others: top-dose growth rescue, actives largely listed as activators. actives 0.063% (n = 410,000); further: potency means the concentration at half of the fitted maximal effect; nearly all actives have a fitted effect of over 55% in size
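Yeast A-beta toxicity model in growth medium with pinned compounds, 48 h at 30 C; growth read as absorbance at 600 nm. Normalized to FeCl3/clioquinol equimolar mix (positive) and DMSO (negative).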
TDP43 rescue – TDP-43 toxicity inhibition in yeast; TDP-43 expressing yeast growth rescue, BacTiter-Glo, 24 h; actives 1.8% (n = 410,000); Potency, µM (top dose mostly 46.1 µM), inactives show at the highest dose growth rescue (activation), usual class: activators; further: potency means the concentration at half of the fitted maximal effect; % of control where 0% means no effect; nearly all actives have a fitted effect of over 50% in size
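In this qHTS, compounds that restore growth of yeast expressing TDP-43 appear as activators. Cells (OD600=0.02, galactose medium, raffinose-pregrown) are incubated with compound 24 hr at 30 deg C and growth is quantified by BacTiter-Glo.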
Akt phos inh – Akt phosphorylation inhibition | actives 0.32% (n = 360,000) | activity change, % for hits at 50 µM | Neuro2A IGF-stimulated pAkt S473 HTRF, 20 min; hits give low values | AID 651550; in the data active means activity change below about -80%; inconclusive means mostly about -51% to -80%; further: on the % scale 0 is the no-effect control and ±100 the full control effect
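Single-point screen (50 µM final compound) in Neuro2A cells stimulated 20 min with 6 nM IGF at 37 deg C. After lysis, Ser473-phosphorylated Akt read by HTRF (ex 330 nm, em 615/665 nm) as the 665/615 ratio.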
aSyn rescue – inhibitors of alpha-synuclein toxicity in yeast | AID 652106 | Potency, µM (series often up to 46.1 µM), inactives show at the top dose growth rescue (activation), actives largely listed as activators | Yeast expressing alpha-synuclein, growth rescue, BacTiter-Glo, 24 h | actives 0.14% (n = 370,000); further: potency means the concentration at half of the fitted maximal effect; % of control where 0% means no effect; nearly all actives have a fitted effect of over 65% in size
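Rescue of yeast growth: cells expressing toxic alpha-synuclein, induced in galactose at OD600 0.02, incubated with compound 24 h at 30 C. ATP luminescence quantified growth; inhibitors of toxicity appear as activators.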
GLP-1R inv ag – acts as inverse agonist at human GLP-1 receptor | AID 624417 | Potency, µM (doses to about 38.3 µM), inactives show at the top dose activity change, negative = inhibition, usual class: inhibitors | HEK293 GLP-1R CRE-luciferase, luminescence, 24 h; GLP-1R form is constitutively active | actives 1.6% (n = 410,000) | P43220; further: potency means the concentration at half of the fitted maximal effect; on the % scale 0 is the no-effect control and ±100 the full control effect; nearly all actives have a fitted effect of over 55% in size
Target sequence (P43220 whole entry, looked up): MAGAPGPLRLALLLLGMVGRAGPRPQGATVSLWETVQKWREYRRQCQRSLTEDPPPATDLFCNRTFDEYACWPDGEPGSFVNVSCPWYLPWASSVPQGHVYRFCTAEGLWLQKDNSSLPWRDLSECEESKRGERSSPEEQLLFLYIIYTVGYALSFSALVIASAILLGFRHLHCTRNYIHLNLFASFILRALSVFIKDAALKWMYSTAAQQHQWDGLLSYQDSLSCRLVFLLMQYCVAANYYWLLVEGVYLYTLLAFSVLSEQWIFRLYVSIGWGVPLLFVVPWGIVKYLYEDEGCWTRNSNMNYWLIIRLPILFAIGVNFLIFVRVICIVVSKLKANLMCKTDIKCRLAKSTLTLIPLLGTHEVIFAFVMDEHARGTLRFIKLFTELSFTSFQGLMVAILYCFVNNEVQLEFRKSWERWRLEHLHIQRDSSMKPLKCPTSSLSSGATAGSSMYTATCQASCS
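Using stably transfected HEK293 (constitutively active GLP-1R, cAMP-luciferase reporter), compounds were incubated 24 hr and luciferase measured by luminescence.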
GLP1R ag – activates the human GLP-1 receptor | HEK293 GLP-1R CRE-luciferase, luminescence, 4-6 h; cells express a hypersensitive GLP-1R form | actives 0.007% (n = 380,000) | AID 624172 | Potency, µM (series often up to 45.6 µM), inactives show at the top dose activation, hits mostly activators; further: potency means the concentration at half of the fitted maximal effect; % of control where 0% means no effect
FUS suppressor – suppressors of FUS proteinopathy in yeast | S. cerevisiae FUS-expressing, growth rescue, OD600, 24 h | AID 1347120 | actives 0.24% (n = 390,000) | Potency, µM (top dose mostly 76.6 µM), inactives show at the highest dose growth rescue (activation), usual class: activators;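 further: potency means the concentration at half of the fitted maximal effect; plate controls were DMSO vehicle for no effect and reference control for full effect; nearly all actives have a fitted effect of over 55% in size; some results filed as inactive show a strong effect at the top dose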
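Toxicity suppression screen in FUS-yeast. Cells induced with 2% galactose, starting OD 0.005, treated 24hr at 30C with compounds at multiple final concentrations; growth by OD600.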
Numbers without * were called inactive; i = inactive; u = inconclusive; x = not tested or not shown; [ ] = remark or other dose. Unless noted, the call rests on the fitted dose curve; in most records, active means well fitted curve in the direction sought with a large enough effect; inconclusive means small, poorly fitted or top-dose-only effect, or another doubt; inactive means no such curve, though single readings can be large; an effect the other way counts as inactive or inconclusive. The list is partial; the hit share may differ from the screen's.

SMILES	DRD3 antagonist	PTHR1 ag	Abeta yeast res	TDP43 rescue	Akt phos inh	aSyn rescue	GLP-1R inv ag	GLP1R ag	FUS suppressor
CN1C[C@@H]2C(c3ccc(Cl)nc3)C3(c4ccc(C#N)cc4)CC2(C3)[C@H]1c1ccccc1 (stereo partly specified)	u	-24%	3%	3%	i	0%	u	-3%	8%
O=C(CCS(=O)(=O)c1ccc(Cl)cc1)NC1CCCC1	1	-19%	-10%	8%	i	2%	15%	-4%	-21%
C[C@]1(C(=O)O)Cc2oncc2C[C@@H]1C(=O)O	-13	i	6%	-12%	i	-12%	3%	-2%	0%
COc1ccc(C2NC(=O)c3ccccc3O2)cc1 (stereo unspecified)	-10	i	0%	u	i	1%	0%	-3%	-13%
Cc1nc(C(=O)NC2CC2)sc1C1(C)CC(c2ccccc2)=NO1 (stereo unspecified)	22	-8%	-31%[inhibitor]	u	i	5%	6%	-5%	-33%
Cc1ccc(OCC(=O)N2CCN(S(C)(=O)=O)CC2)cc1	70	-1%	-15%	-12%	i	9%	8%	11%	-3%
Cc1cc(C)n(-c2nc3c(c(=O)[nH]c(=O)n3C)n2CC(O)c2ccccc2)n1 (stereo unspecified)	-15	-1%	9%[9.22 µM]	13%	i	-12%	4%	9%	-35%
CCOC(=O)CCCCC(=O)c1[nH]c(=O)[nH]c1CSCCO	17	-18%[57.5 µM]	10%	3%	i	0%	2%	-2%	9%
O=C(c1ccco1)N(Cc1cccnc1)c1nc2ccc(F)cc2s1	x	-16%	-23%	19%	x	x	13%	x	6%
Cc1ccc2nc(C)c3c(c2c1)N(c1ccc(F)cc1)CC3	11	i	-19%	-13%	i	15%	u	0%	1%
O=C(COC(=O)CCc1nc2ccccc2c(=O)[nH]1)NC(c1ccccc1)c1ccccc1	22	-2%	-2%	7%	i	0%	-8%	15%	-2%
C=CCn1c(SCC(=O)N(CC)CC)nc(O)cc1=O	-4	-1%[57.5 µM]	-1%	-4%	x	-2%	2%	3%	17%
Cn1c(=O)[nH]c(=O)c2c1nc1n2CC(COc2ccc3ccccc3c2)O1 (stereo unspecified)	9	-3%	14%	12%	i	2%	4%	1%	-10%
COC(=O)c1c(NC(=O)c2ccco2)sc2c1CC(C)(C)NC2(C)C	14	i	-15%	8%	i	3%	41%[activator]	1%	14%
CC(=O)c1ccc(NC(=O)C2CC(=O)N(C(C)C)C2)cc1 (stereo unspecified)	3	i	2%	-6%	i	-11%	16%	-1%	7%
COc1ccc(N2CCN(CC(=O)NC(=O)NCc3ccco3)CC2)cc1	-5	0%	5%	-4%	i	0%	-5%	-14%	x
CCCn1c(N)c(N(CCOC)C(=O)COC(=O)COc2c(C)cc(C)cc2C)c(=O)[nH]c1=O	8	-18%	4%	9%	i	1%	8%	-1%	-25%
Cc1ccc(SCC(=O)NC(=O)Nc2ccc3c(c2)OCCO3)c(C)c1	0	i	10%	9%	i	5%	23%	-7%	-19%
Cc1cc(C)nc(N/N=C/c2ccccc2)n1	-29	i	-5%	-17%	i	-7%	0%	-9%	15%
COc1ccc(/C=N/NC(=O)c2sc3nc(C)cc(C)c3c2N)cc1	-7	-16%	7%	-17%[1.82 µM]	i	-6%	19%	8%	9%
COc1ccc(CCNC(=O)c2oc(=O)c3ccccc3c2-c2ccccc2)cc1OC	x	-95%[inhibitor]	-4%	u	x	x	25%	x	39%
Cc1ccc2nc(-c3ccc(Cl)c(NC(=O)c4cccnc4)c3)oc2c1	x	i	-1%	2%	x	0%	-2%	5%	-18%
COCc1[nH][nH]c(=O)c1C=Nc1ccc(C(F)(F)F)cc1	-14	-5%	2%	-6%	i	-3%	3%	-6%	-23%
CN1CCN(C(=O)c2ccccc2NC(=O)COc2ccccc2Cl)CC1	1	i	7%	15%	i	1%	20%	-2%	x
Cc1ccc(C(=O)N/C(=C\c2cccs2)C(=O)NC2CCCCC2)cc1	-6	-20%	-6%	-15%	i	1%	-28%	5%	x
Next part.
SMILES	DRD3 antagonist	PTHR1 ag	Abeta yeast res	TDP43 rescue	Akt phos inh	aSyn rescue	GLP-1R inv ag	GLP1R ag	FUS suppressor
COc1cc(C(=O)Nc2ccc(S(=O)(=O)Nc3ncccn3)cc2)c([N+](=O)[O-])cc1OC	-21	-6%	8%	-18%	i	-4%	11%	0%	13%
CC1CCN(C(=O)Cn2c3ccc(F)cc3c3nc4n(c(=O)c32)CCCS4)CC1	4	i	16%	11%	x	8%	0%	1%	-12%
C[C@H](NC(=O)C1CCN(S(=O)(=O)c2ccccc2)CC1)C(=O)NC1CC1	-1	i	-2%	18%	i	1%	9%	-1%	12%
Cc1cc(C)n(CC2CC(=O)N(c3ccc(C)c(Cl)c3)C2=O)n1 (stereo unspecified)	13	-19%	16%	7%	i	1%	10%	-1%	x
CCN(C(=O)c1cc2cc(OC)ccc2oc1=O)c1ccccc1	36	i	3%	-7%	i	u	10%	12%	6%
O=C(COc1cc(Cl)ccc1Cl)Nc1nnc(C2CC2)s1	3	i	2%	-15%	i	-3%	-3%	-2%	x
CCOc1ccccc1OCCCC(=O)N1CCN(S(=O)(=O)c2cccc(F)c2)CC1	15	-5%[57.5 µM]	-11%	24%	i	8%	-24%	-6%	u
CC(=NOC(=O)c1ccc(Cl)cc1)c1nccs1	u	-38%[inhibitor]	-26%	u	i	1%	20%	2%	-11%
COc1cc(C(=O)NCCc2cn3ccc(C)cc3n2)cc(OC)c1OC	-15	-43%[inhibitor]	1%	7%	i	-2%	3%	2%	-5%
O=C(NCCOc1ccccc1)c1ccccc1SCC(=O)N1CCCC1	68	i	1%	11%	i	0%	-1%	0%	x
O=C(NCC(c1ccco1)N1CCc2ccccc21)C(=O)Nc1ccccc1F (stereo unspecified)	u	-5%	-3%	u	i	5%	u	-15%	21%
CCOc1ccc(C2C(C(=O)O)c3ccccc3C(=O)N2CCN2CCOCC2)cc1 (stereo unspecified)	-21	-9%[57.5 µM]	7%	-8%	i	6%	4%	-11%	-1%
COc1ccc(CCNC(=O)c2ccc(CNS(=O)(=O)c3cc(C)ccc3C)cc2)cc1OC	16	-53%[inhibitor]	27%	11%	i	7%	u	-3%	26%
CC1CC(NC(=O)c2cc3c(=O)n4ccccc4nc3n2C)CC(C)(C)C1 (stereo unspecified)	24	-20%	-6%	u	i	4%	43%[activator]	-1%	-1%
CC(C)n1c(SCC(=O)N2CCCC2)nc2c1c(=O)n(C)c(=O)n2C	18	-5%[57.5 µM]	2%	-14%	i	-2%	112%[activator]	27%	28%
CCCCc1nc2ccccc2c(N)c1CCC (tested in a mixture with another compound)	1	-12%	-13%	-10%	i	-3%	u	-2%	16%
Cc1cccc(S(=O)Cc2ccc(C(=O)N3CCN(C(=O)c4ccco4)CC3)o2)c1 (stereo unspecified)	7	i	17%	0%	i	-1%	3%	-3%	-1%
CCOC(=O)CSc1nc(N)nc(C)c1Br	-18	-6%	22%	u	i	5%	4%	9%	13%
Cc1nnc(SCc2cc(=O)n3[nH]cnc3n2)s1	-16	i	1%	-11%	i	0%	-1%	-9%	19%

By substructure: those above with a halogen (14)
SMILES	DRD3 antagonist	PTHR1 ag	Abeta yeast res	TDP43 rescue	Akt phos inh	aSyn rescue	GLP-1R inv ag	GLP1R ag	FUS suppressor
CN1C[C@@H]2C(c3ccc(Cl)nc3)C3(c4ccc(C#N)cc4)CC2(C3)[C@H]1c1ccccc1 (stereo partly specified)	u	-24%	3%	3%	i	0%	u	-3%	8%
O=C(CCS(=O)(=O)c1ccc(Cl)cc1)NC1CCCC1	1	-19%	-10%	8%	i	2%	15%	-4%	-21%
O=C(c1ccco1)N(Cc1cccnc1)c1nc2ccc(F)cc2s1	x	-16%	-23%	19%	x	x	13%	x	6%
Cc1ccc2nc(C)c3c(c2c1)N(c1ccc(F)cc1)CC3	11	i	-19%	-13%	i	15%	u	0%	1%
Cc1ccc2nc(-c3ccc(Cl)c(NC(=O)c4cccnc4)c3)oc2c1	x	i	-1%	2%	x	0%	-2%	5%	-18%
COCc1[nH][nH]c(=O)c1C=Nc1ccc(C(F)(F)F)cc1	-14	-5%	2%	-6%	i	-3%	3%	-6%	-23%
CN1CCN(C(=O)c2ccccc2NC(=O)COc2ccccc2Cl)CC1	1	i	7%	15%	i	1%	20%	-2%	x
CC1CCN(C(=O)Cn2c3ccc(F)cc3c3nc4n(c(=O)c32)CCCS4)CC1	4	i	16%	11%	x	8%	0%	1%	-12%
Cc1cc(C)n(CC2CC(=O)N(c3ccc(C)c(Cl)c3)C2=O)n1 (stereo unspecified)	13	-19%	16%	7%	i	1%	10%	-1%	x
O=C(COc1cc(Cl)ccc1Cl)Nc1nnc(C2CC2)s1	3	i	2%	-15%	i	-3%	-3%	-2%	x
CCOc1ccccc1OCCCC(=O)N1CCN(S(=O)(=O)c2cccc(F)c2)CC1	15	-5%[57.5 µM]	-11%	24%	i	8%	-24%	-6%	u
CC(=NOC(=O)c1ccc(Cl)cc1)c1nccs1	u	-38%[inhibitor]	-26%	u	i	1%	20%	2%	-11%
O=C(NCC(c1ccco1)N1CCc2ccccc21)C(=O)Nc1ccccc1F (stereo unspecified)	u	-5%	-3%	u	i	5%	u	-15%	21%
CCOC(=O)CSc1nc(N)nc(C)c1Br	-18	-6%	22%	u	i	5%	4%	9%	13%
